# EPAC2 antagonist: qHTS for Antagonist of cAMP-regulated guanine nucleotide exchange factor 2 (EPAC2): primary screen | Rap guanine nucleotide exchange factor 4 (Homo sapiens), Q8WZA2 | EPAC2 GEF exchange of Rap1B-BODIPY-GDP, fluorescence | Potency, µM (highest dose often 114 µM), for the others: at the top dose activity, negative = inhibition, most hits filed as inhibitors | hit rate 0.18% among 360,000 | AID 720708, 2013; further: potency means the concentration at half of the fitted maximal effect; on the % scale 0 is the no-effect control and ±100 the full control effect; nearly all actives have a fitted effect of over 45% in size; many of its hits are not listed in these tables
# PLK1 PBD block: qHTS for Inhibitors of PLK1-PDB (polo-like kinase 1 - polo-box domain): Primary Screen | Serine/threonine-protein kinase PLK1 (Homo sapiens), P53350 | Plk1 PBD binding of FITC phosphopeptide, fluorescence polarization | Potency, µM, without a hit: max response, negative = inhibition, usual class: inhibitors | hit rate 2.8% among 360,000 | AID 720504, 2013; further: potency means the concentration at half of the fitted maximal effect; series mostly up to about 57 µM; on the % scale 0 is the no-effect control and ±100 the full control effect; nearly all actives have a fitted effect of over 65% in size
# Target sequence (P53350 whole entry, looked up, the tested form may be a part): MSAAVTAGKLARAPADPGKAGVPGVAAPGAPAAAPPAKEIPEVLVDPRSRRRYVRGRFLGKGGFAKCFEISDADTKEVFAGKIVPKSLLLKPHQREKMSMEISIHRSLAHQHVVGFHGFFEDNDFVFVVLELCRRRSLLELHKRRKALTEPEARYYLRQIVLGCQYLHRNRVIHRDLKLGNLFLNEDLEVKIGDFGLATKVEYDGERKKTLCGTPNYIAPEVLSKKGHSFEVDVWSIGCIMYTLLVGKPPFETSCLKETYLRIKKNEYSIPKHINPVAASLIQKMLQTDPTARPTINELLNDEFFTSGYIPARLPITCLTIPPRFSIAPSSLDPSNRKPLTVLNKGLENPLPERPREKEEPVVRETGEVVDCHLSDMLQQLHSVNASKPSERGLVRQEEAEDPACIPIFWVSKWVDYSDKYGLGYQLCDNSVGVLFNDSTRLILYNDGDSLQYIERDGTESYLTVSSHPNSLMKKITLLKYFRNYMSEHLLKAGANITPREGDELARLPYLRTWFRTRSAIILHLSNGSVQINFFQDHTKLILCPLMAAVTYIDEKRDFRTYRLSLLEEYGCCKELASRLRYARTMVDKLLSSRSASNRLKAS
# EPAC1 ag: qHTS for Agonist of cAMP-regulated guanine nucleotide exchange factor 3 (EPAC1): primary screen; Rap guanine nucleotide exchange factor 3 (Homo sapiens), O95398; EPAC1 agonist qHTS, biochemical assay; response scale: 100% = response to 6.5 mM cAMP; Potency, µM (doses to about 154 µM), for the others: at the highest dose activation, most hits filed as activators; hit rate 0.073% among 360,000; further: potency means the concentration at half of the fitted maximal effect; nearly all actives have a fitted effect of over 60% in size
#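 Nucleotide exchange by EPAC1 (100 nM) on Rap1B–BODIPY-GDP (250 nM) in the presence of 50 uM GDP is tracked fluorescently at 480/540 nm over 30 min. Signals are normalized to a 6.5 mM cAMP control.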
# WRN helicase inh: qHTS for Inhibitors of WRN Helicase; Potency, µM (titrated, usually from 114 µM), without a hit: top-dose activity change, negative = inhibition, usual class: inhibitors; Bifunctional 3'-5' exonuclease/ATP-dependent helicase WRN (Homo sapiens), Q14191; hit rate 0.46% among 360,000; WRN helicase unwinding, fluorescent forked duplex, kinetic; AID 651768, 2012; further: potency means the concentration at half of the fitted maximal effect; on the % scale 0 is the no-effect control and ±100 the full control effect; nearly all actives have a fitted effect of over 55% in size
#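 Enzyme (20 nM final) and test compound sit together 15 min at room temperature before substrate addition. Substrate is a single-forked duplex oligonucleotide (100 nM) labelled with fluorophore and quencher, with 2 mM ATP; helicase unwinding raises red fluorescence, read kinetically.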
# MmCpn inh: Inhibitors of TCP-1 ring complex (TRiC) of Methanococcus maripaludis (MmCpn): qHTS | Chaperonin Mm-Cpn (Methanococcus maripaludis) | purified Mm-Cpn ATPase, ADP Transcreener TR-FRET | Potency, µM (titrated, usually from 76.9 µM), inactives show at the top dose activity, negative = inhibition, hits mostly inhibitors | hit rate 0.031% among 330,000 | AID 504842, 2011; further: potency means the concentration at half of the fitted maximal effect; on the % scale 0 is the no-effect control and ±100 the full control effect; nearly all actives have a fitted effect of over 80% in size
#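 TR-FRET (320 nm excitation; 590 and 665 nm emission) reports ADP made from 10 uM ATP by 25 nM enzyme; compounds were preincubated 10 min, reaction run 30 min, both at 37°C.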
# PI5P4Ka inh: qHTS for Inhibitors of phosphatidylinositol 5-phosphate 4-kinase (PI5P4K). Phosphatidylinositol 5-phosphate 4-kinase type-2 alpha (Homo sapiens), P48426. PI5P4Kalpha enzyme, ADP-Glo luminescence, 60 min; hits give low values. max response, %. hit rate 1.2% among 330,000. AID 652105, 2013; active means max response of -50% or lower; inconclusive means between -30% and -50%; inactive means -30% or higher; further: value at the top dose of about 77 µM; on the % scale 0 is the no-effect control and ±100 the full control effect
# Target sequence (P48426 whole entry, looked up): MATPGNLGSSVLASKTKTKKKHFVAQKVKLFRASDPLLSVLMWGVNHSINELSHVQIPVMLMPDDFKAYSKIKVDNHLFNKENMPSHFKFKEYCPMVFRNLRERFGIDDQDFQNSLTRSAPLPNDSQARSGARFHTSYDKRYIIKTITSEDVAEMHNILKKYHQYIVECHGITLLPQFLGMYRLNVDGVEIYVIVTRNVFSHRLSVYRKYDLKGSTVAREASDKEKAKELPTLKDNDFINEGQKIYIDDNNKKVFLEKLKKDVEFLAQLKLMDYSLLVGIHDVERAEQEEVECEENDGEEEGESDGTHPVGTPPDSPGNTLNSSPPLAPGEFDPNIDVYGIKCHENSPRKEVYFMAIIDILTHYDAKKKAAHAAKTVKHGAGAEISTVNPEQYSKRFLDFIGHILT
#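 Single end-point luminescence (ADP-Glo) quantified ADP from PI5P4Kalpha turnover; ATP 5 microM final, 1 h at RT, 0.1% CHAPS and 0.28 mM EGTA in HEPES pH 7.4.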
# EPAC1 antag: qHTS for Antagonist of cAMP-regulated guanine nucleotide exchange factor 3 (EPAC1): primary screen | Potency, µM (highest dose often 115 µM), for the others: at the top dose activity change, negative = inhibition, usual class: inhibitors | hit rate 0.14% among 360,000 | EPAC1 GEF assay, Rap1b-BODIPY-GDP exchange fluorescence | Rap guanine nucleotide exchange factor 3 (Homo sapiens), O95398 | AID 720709, 2013;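 further: potency means the concentration at half of the fitted maximal effect; plate controls were vehicle for no effect and positive control for full effect; nearly all actives have a fitted effect of over 50% in size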
# CCT chaperon mod: High-Throughput Screening for Modulators of Cytosolic Chaperonin Activity; purified chaperonin ATPase assay, HTRF ADP detection, 30 min; activity change, % (no concentration beside the values), hits read low; hit rate 0.3% among 360,000; AID 651819, 2012; in the data active means activity change below about -30%; further: on the % scale 0 is the no-effect control and ±100 the full control effect
#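 First, chaperonin was dispensed at 40 nM or 20 nM final depending on batch activity. Next, compounds were pinned at 76 uM and ATP added at 10 uM. After 30 min at 37 °C, ADP detection reagents ran 30 min at ambient temperature.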
# * = called active by the depositor; ? = inconclusive; nt = not tested or not shown; [ ] = dose if it differs, or a comment. Unless noted, the call rests on the fitted dose curve; in most records, active means well fitted curve in the direction sought with a large enough effect; inconclusive means small, poorly fitted or top-dose-only effect, or another doubt; inactive means no such curve, though single readings can be large; an effect the other way counts as inactive or inconclusive. Only part of the results is shown; count on the stated rates, not on these rows.
item	structure	EPAC2 antagonist	PLK1 PBD block	EPAC1 ag	WRN helicase inh	MmCpn inh	PI5P4Ka inh	EPAC1 antag	CCT chaperon mod
1	CC(C)CCOc1ccccc1C(N)=O	5%	2%	2%	6%	1%	-5	-19%	-1.2
2	CCC1=NN(C(=O)c2ccccc2Br)C(O)(c2ccc(Br)cc2)C1 (stereo not given)	-21%	-12%	-8%	-8%	1%	3	-16%	1.1
3	O=C(c1ccc(Br)cc1)N1CCN(Cc2ccccc2)CC1	5%	-4%	3%	-1%	-4%	7	-6%	0.3
4	CC(C)Cc1nc(SCC(=O)N2CCCCC2)c2c(=O)n(C)c(=O)n(C)c2n1	-2%	-4%	-2%	3%	0%	2	12%	0.7
5	COc1cccc(C(=O)/C=C/Nc2ccc(NC(C)=O)cc2)c1	-1%	0%	7%	-7%	-1%	0	-10%	-1.3
6	CCOc1cc(/C=C2\COc3ccccc3C2=O)cc(Br)c1OCC(=O)N(C)C	4%	-26%	5%	-26%	-22%	-3	-23%	-0.1
7	C1CCN2C[C@@H]3C[C@@H](CN4CCCC[C@@H]34)[C@H]2C1	11%	-12%	-16%	1%	nt	1	-1%	-5.7
8	COc1cc(C(=O)COC(=O)C2CC2(Cl)Cl)cc(OC)c1OC (stereo not given)	-6%	-7%	1%	-30%	-3%	-5	-3%	0.0
9	CCNC(=O)NC(=O)CSc1ccc(NC(C)=O)cc1	2%	-7%	-2%	6%	2%	3	10%	-3.4
10	O=C(NCc1ccc(F)cc1)c1cccnc1	5%	-1%	1%	3%	-4%	3	-22%	1.3

# (continued)
item	structure	EPAC2 antagonist	PLK1 PBD block	EPAC1 ag	WRN helicase inh	MmCpn inh	PI5P4Ka inh	EPAC1 antag	CCT chaperon mod
11	CCN(CC(=O)Nc1ccc(NC(C)=O)cc1)C(=O)c1cc(-c2ccccc2)nn1-c1ccccc1	-4%	-5%	-7%	1%	2%	-5	-9%	0.3
12	COc1ccc(-c2noc(CNC(=O)C(C)Oc3ccccc3)n2)cc1 (stereo not given)	-2%	-25%	5%	1%	0%	2	-2%	-0.3
13	COc1ccc(CCNC(=O)CN(C)S(=O)(=O)c2cccc3nsnc23)cc1OC	15%	-14%	1%	-5%	1%	1	5%	0.5
14	O=C(CCNS(=O)(=O)c1ccc(OC(F)(F)F)cc1)NC1CC1	-2%	-3%	-15%	5%	-2%	8	1%	-3.6
15	Cc1ccc2nc(SCC(=O)N(C)C3CCS(=O)(=O)C3)[nH]c2c1 (stereo not given)	0%	-8%	10%	1%	1%	-2	-14%	-1.0
16	CC(=O)NN1C(=O)/C(=C\c2ccc(C)cc2)SC1=S	3%	-3%	-8%	2%	0%	nt	11%	0.8
17	COc1cccc(NC(=O)COC(=O)C2CC(=O)N(c3ccc(C)cc3)C2)c1 (stereo not given)	-21%	-8%	5%	-7%	-1%	0	-33%	2.3
18	CC(=O)NCCNC(=O)C1Cc2c(-c3ccccc3)ccnc2O1 (stereo not given)	18%	-8%	6%	2%	nt	0	-2%	-1.1
19	COc1ccc(-c2cc(C(=O)N3CCCC3)no2)cc1OC	0%	2%	0%	7%	-2%	2	16%	0.8
20	Cc1ccc(NC(=O)c2ccc(NCCN)c([N+](=O)[O-])c2)cc1	11%	-3%	2%	6%	0%	-1	-13%	1.4

# Eight entries from above, arranged by length of the SMILES, largest number first.
item	structure	EPAC2 antagonist	PLK1 PBD block	EPAC1 ag	WRN helicase inh	MmCpn inh	PI5P4Ka inh	EPAC1 antag	CCT chaperon mod
11	CCN(CC(=O)Nc1ccc(NC(C)=O)cc1)C(=O)c1cc(-c2ccccc2)nn1-c1ccccc1	-4%	-5%	-7%	1%	2%	-5	-9%	0.3
13	COc1ccc(CCNC(=O)CN(C)S(=O)(=O)c2cccc3nsnc23)cc1OC	15%	-14%	1%	-5%	1%	1	5%	0.5
15	Cc1ccc2nc(SCC(=O)N(C)C3CCS(=O)(=O)C3)[nH]c2c1 (stereo not given)	0%	-8%	10%	1%	1%	-2	-14%	-1.0
12	COc1ccc(-c2noc(CNC(=O)C(C)Oc3ccccc3)n2)cc1 (stereo not given)	-2%	-25%	5%	1%	0%	2	-2%	-0.3
18	CC(=O)NCCNC(=O)C1Cc2c(-c3ccccc3)ccnc2O1 (stereo not given)	18%	-8%	6%	2%	nt	0	-2%	-1.1
16	CC(=O)NN1C(=O)/C(=C\c2ccc(C)cc2)SC1=S	3%	-3%	-8%	2%	0%	nt	11%	0.8
19	COc1ccc(-c2cc(C(=O)N3CCCC3)no2)cc1OC	0%	2%	0%	7%	-2%	2	16%	0.8
10	O=C(NCc1ccc(F)cc1)c1cccnc1	5%	-1%	1%	3%	-4%	3	-22%	1.3

# Going on with the list.
item	structure	EPAC2 antagonist	PLK1 PBD block	EPAC1 ag	WRN helicase inh	MmCpn inh	PI5P4Ka inh	EPAC1 antag	CCT chaperon mod
21	COc1ccc(/C=N\NC(=O)c2ccccc2)cc1COc1ccccc1	-1%	-5%	3%	-11%	-15%	12	-4%	-6.8
22	C[C@H](CO)N1C[C@H](C)[C@@H](CN(C)C(=O)NC2CCCCC2)Oc2c(NS(=O)(=O)c3cn(C)cn3)cccc2C1=O	-15%	-5%	-2%	1%	3%	0	-7%	-2.3
23	COc1cc(CCCN2C(=O)C(=O)NC[C@@H]2CCCCN)cc(OC)c1OC	-5%	-5%	1%	6%	0%	2	8%	-2.8
24	C[C@@H]1CN([C@@H](C)CO)C(=O)CCCn2nncc2CO[C@H]1CN(C)S(=O)(=O)c1ccc(Oc2ccccc2)nc1	-2%	-16%	7%	-7%	nt	2	19%	-2.4
25	CCC(CC)c1nnc(NS(=O)(=O)Cc2ccccc2)s1	11%	?	10%	-26%	1%	-3	-5%	-0.6
26	COc1ccc(/C(C)=N/NC(=O)CNC(=O)c2cccnc2)c(OC)c1	6%	-9%	0%	-1%	0%	-6	-1%	0.4
27	CCCOc1ccc(/C=N/NC(=O)CN2CCCCC2)cc1	15%	-6%	6%	-28%	-7%	1	-7%	-4.9
28	Cc1c(Br)c([N+](=O)[O-])nn1CC(=O)Nc1sc2c(c1C(=O)OC(C)C)CCC(C)C2 (stereo not given)	7%	-13%	-10%	9%	3%	0	11%	0.2
29	Cc1ccc(NC(=O)[C@@H]2CCCN2S(=O)(=O)c2ccc(Cl)cc2)cc1	-20%	-10%	6%	-28%	-1%	10	-11%	-0.7
30	CCOC(=O)N1CCN(C(=O)C2CCN(S(=O)(=O)c3ccc(OCC)cc3)CC2)CC1	10%	-3%	-11%	12%	-2%	-1	-3%	0.3

# New compounds follow
item	structure	EPAC2 antagonist	PLK1 PBD block	EPAC1 ag	WRN helicase inh	MmCpn inh	PI5P4Ka inh	EPAC1 antag	CCT chaperon mod
31	NC(=O)C1(N2CCCCC2)CCN(C(=S)Nc2ccc(S(N)(=O)=O)cc2)CC1	-1%	11µM*	8%	2%	-5%	-5	4%	1.0
32	CCC(=O)c1ccc(OCC(=O)OCC(=O)Nc2c(C)n(C)n(-c3ccccc3)c2=O)cc1	8%	-5%	3%	-1%	-1%	3	2%	0.3
33	Cc1ccc(S(=O)(=O)N2CCN(C(=O)CN3CCOCC3)C2C(C)C)cc1 (stereo not given)	2%	-10%	2%	5%	2%	nt	7%	-2.6
34	Cc1cc(C)cc(N(C(=O)c2ccccn2)C(C(=O)NC2CCCCC2)c2ccncc2)c1 (stereo not given)	0%	-9%	8%	14%	0%	5	32%[activator]	1.9
35	CSCC[C@H](NC(=O)[C@H]1CC[C@H](CNC(=O)[C@@H](N)Cc2ccccc2)CC1)C(=O)O	-2%	-1%	-3%	-4%	0%	2	-3%	-0.9
36	CC[C@]12C(=O)N(C)C[C@H]([C@@H]3C(=O)N(Cc4ccccc4)C(=O)[C@@H]31)N2C(=O)c1ccccc1	-8%	-1%	8%	1%	nt	-1	-3%	-2.5
37	Cc1cc(C[n+]2cc(Cl)ccc2N)c2ncccc2c1	-10%	-3%	5%	-9%	1%	1	-5%	-2.1
38	CCCn1c(N)c(C(=O)CSc2nnc(Cc3cccs3)n2C2CC2)c(=O)n(C)c1=O	2%	4%	-5%	4%	-1%	-2	-10%	1.3
39	CCNC(=O)C1CCCN(C(=O)c2cccs2)CC1 (stereo not given)	10%	-6%	8%	3%[57.1 µM]	nt	-4	-1%	0.1
40	O=C(c1ccc2c(c1)OCO2)C1CCCN(C2CCN(CCc3ccccc3)CC2)C1 (stereo not given)	3%	2%	-3%	-2%	0%	-1	8%	1.2

# Further entries follow:
item	structure	EPAC2 antagonist	PLK1 PBD block	EPAC1 ag	WRN helicase inh	MmCpn inh	PI5P4Ka inh	EPAC1 antag	CCT chaperon mod
41	Cc1nonc1C1CCCN1Cc1cn[nH]c1-c1ccc2c(c1)OCO2 (stereo not given)	0%	0%	-8%	-5%	-1%	0	-12%	-0.5
42	NCCS(=O)(=O)O	2%	-15%	-5%	10%	nt	-6	2%	-0.9
43	CCN1CCN(C(=O)c2cc3c(=O)n(C)c4ccccc4c3n2C)CC1	2%	-14%	-3%	-7%	-1%	-2	-23%	-0.9
44	Cn1c(N)c(Br)c(-c2ccc(F)cc2)c(C#N)c1=O	-3%	-7%	-9%	4%	1%	4	-3%	-0.7
45	CC(C)OCCCNC(=O)Cn1ccc2cc(S(=O)(=O)N3CCCCC3)ccc21	3%	-13%	-1%	-1%	3%	2	-10%	1.8
46	CCC(CC)n1[nH]c(=O)cc1N	-5%	0%	-6%	-10%	2%	1	11%	-3.9
47	Cc1ccc(S(=O)(=O)N[C@H](CO)C(C)C)cc1	1%	-5%	-2%	0%	nt	2	-3%	nt
48	COc1ccc(/C=N/Nc2nc(C)cc(-c3ccccc3)n2)c(OC)c1	11%	-14%	11%	-33%	-1%	-3	6%	-4.6
49	COc1ccc(CC(=O)N2CCCC2)c(OC)c1	1%	0%	-7%	-12%	1%	-1	-3%	1.7
50	OC(CNC1CCCc2ccccc21)COc1ccc2ccccc2c1 (stereo not given)	-9%	-7%	3%	1%	3%	2	-11%	-0.7

# Screens as filed in PubChem BioAssay.
